KDM5B inh: KDM5B demethylase inhibition; Q9UGL1; KDM5B demethylase, FDH-coupled NADH fluorescence (FDH is formaldehyde dehydrogenase); Potency, µM (top dose mostly 57.7 µM), for the others: top-dose activity change, negative = inhibition, most hits filed as inhibitors; hit rate 2.6% among 220,000; active = well fitted inhibition curve with a large enough effect; inconclusive = small, poorly fitted or top-dose-only effect; inactive = no such curve, though single readings can be large or run the other way; note: 0% is about no effect; nearly all actives have a fitted effect of over 70% in size
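Inhibition is measured as reduced NADH fluorescence generation from FDH coupling to formaldehyde release. Truncated KDM5BΔAP at 200 nM final acts on H3K4me3 peptide (12.5 µM in substrate mix) in pH 7.5 HEPES buffer with Tween-20, 30 min, room temperature.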
Active calls of the source: *; ? = inconclusive; [ ] = remark or other dose. Potency is the fitted concentration of half-maximal effect. A portion of the library; the hit share may differ from the screen's.

SMILES	KDM5B inh
CCOC(=O)c1cc(-c2ccc(F)cc2)n(CCC(=O)Nc2nc3cc(C)c(C)cc3s2)c1C	5.0%
O=C(NC[C@H]1O[C@@H](CO)[C@@H](O)[C@H]1N1CCN(c2ccccn2)CC1)Nc1ccc(F)cc1F	?
Cc1ccc2c(Cn3nnc(-c4cccc(Cl)c4)n3)cc(=O)oc2c1	16.9%
CSc1ncc(CN2CCOC(Cc3cccc(C(F)(F)F)c3)C2)cn1 (stereo not drawn)	-17.4%
Cc1ccc(N2CC(c3nc4ccccc4n3CCN3CCOCC3)CC2=O)cc1Cl (stereo not drawn)	9.7%
COc1ccc(C(=O)NC[C@@H]2C=C(C)[C@H](Cc3nnc(-c4ccncc4)o3)C[C@H]2C(C)C)cc1	3.0%
COc1cccc(-c2nn(C)c3sc(C(=O)NCCc4ccc(Cl)cc4)cc23)c1	?
CC(C)n1nccc1N(CC(=O)Nc1cccc(Br)c1)S(=O)(=O)c1ccccc1	-8.3%
Cc1cccc(NC(=O)Cn2cnc(S(=O)(=O)N3CCCC3)c2)c1C	3.6%
CCCCN1C=C(OC(=O)c2ccc(OC)cc2)c2ccccc2S1(=O)=O	12.3%
CCOC(=O)c1c(C)sc(-c2c(-c3cc(C)ccc3C)[nH]c3c2c(=O)n(C)c(=O)n3C)c1O	-11.2%
Cc1nn2c(c1-c1ccccc1Oc1ccccc1)N(Cc1ccccc1O)CCC2	28.2µM*
CCCCCSc1nc2sc3c(c2c(=O)n1-c1ccccc1)CCN(C(C)=O)C3	133.1%[activator]
CN1CC(=O)N2Cc3[nH]c4ccccc4c3C[C@H]2C1=O	22.0%
CN1CCC(Oc2ccc(NC(=O)c3ccncc3)cn2)C1 (stereo not drawn)	?
C=C(C)Cn1cnc2c(oc3nc4c(cc32)CCCC4)c1=O	-2.2%
c1ccc2c(c1)CCC(N1CCN(Cc3cc4n(n3)CCCNC4)CC1)C2 (stereo not drawn)	-11.3%
CC1(C)CC(=C2C3C=CC2C2C(=C4CC(C)(C)NC(C)(C)C4)C=CC32)CC(C)(C)N1 (stereo not drawn)	-10.7%
Cn1ccnc1C(O)c1cc2n(n1)CCN(c1ncnc3nc[nH]c13)C2 (stereo not drawn)	30.5%[activator]
COCC(=O)N[C@H]1C[C@@H](CO)N(Cc2cn[nH]c2-c2ccccc2)C1	0.8%
Clc1ccc(-c2nc(N3CCOCC3)nc3ccccc23)cc1	-8.7%
COc1ccc2nc3n(c2c1)[C@@H](CNC1CCCCC1)COC3	-20.0%[86.2 µM]
COC(=O)c1ccc(Cl)cc1NC(=O)NC(C)c1c(-n2cccc2)sc(C)c1C (stereo not drawn)	?
COC[C@@H]1CN(c2cnccn2)C[C@H]1C(=O)NCc1ccc(C)c(C)c1	17.8µM*
CC(C)OC(=O)COc1ccc2cc(-c3ccccc3)c(=O)oc2c1	-33.0%

Additional records:
SMILES	KDM5B inh
CC(=O)NC1[C@@H]2CC3C[C@H]1CC(O)(C3)C2 (stereo partly drawn)	6.9%
CC(On1nnc2ccc(Cl)cc21)C(=O)Nc1ccccc1F (stereo not drawn)	9.0%
CCN1CCN(CCNC(=O)C23CCCC=C2N(C2CCCC2)C(=O)CC3)CC1 (stereo not drawn)	-28.0%
CCCn1nc(C)cc1CN(C)c1ccc(NS(=O)(=O)CC)cc1C(=O)O	-18.5%
CC(C)Cn1cncc1CN1CCC2(CC1)C(C(=O)O)CC(=O)N2C (stereo not drawn)	-5.2%
O=C(c1ccc2nc[nH]c2c1)N1CCC(CO)(CCCc2ccccc2)CC1	42.1%[activator]
CCC1=C(C(=O)OC)C(c2cccc(F)c2)N2C(CC(=O)N3CCC(C)CC3)=CSC2=N1 (stereo not drawn)	-13.6%
CCN(CC)S(=O)(=O)c1ccc(-c2nc(C#N)c(N3CCCCC3)o2)cc1	?
O=C1ON=C(c2ccccc2)/C1=C\c1ccco1	?
COCC1(CNC(=O)c2cccnc2)C[C@@H](O)[C@@H](O)C1 (stereo partly drawn)	-27.8%[86.2 µM]
CN(C)Cc1ccc(-c2cc(-c3ccc(=O)[nH]c3)c3cncn3c2)cc1	?
C=CCn1c(C(=O)NCCCOCC)cc2cc(S(=O)(=O)N(C)C)ccc21	3.0%
COc1ccc(N2CCN(C(=O)c3ccc4c(=O)n(CCc5ccc(OC)c(OC)c5)c(=O)[nH]c4c3)CC2)cc1	-13.8%
CCCCc1ccc(NC(=O)Cn2c(C)cc3nc4n(c(=O)c32)CCCCC4)cc1	-6.6%
O=C(Nc1ccccc1C(=O)NCc1cccnc1)c1ccccc1Cl	-27.9%
Clc1ccccc1-n1ncc2c(NC3CCCC3)ncnc21	13.7%
O=C(NC1CCCN(c2cc(-c3ccc(F)cc3)[nH]n2)C1)c1ccc2ncccc2c1 (stereo not drawn)	-27.0%
COc1ccc(CN(Cc2ccco2)C(=O)COc2ccc(Cl)cc2C)cc1	?
Cc1ccc(Nc2c(-c3ccc(C)o3)nc3cccc(C)n23)cc1	?
CCOc1ccc2oc(=O)cc(CN3CCN(CC(=O)Nc4ccc(C)c(F)c4)CC3)c2c1	-4.7%
CC12CN3CCN(CC(C3)/C1=N\NC(=O)c1ccccc1N)C2	?
CCOc1ccc(NC(=O)c2c(NCc3ccc(C)o3)sc3c2CCC(C)C3)cc1 (stereo not drawn)	?
O=C(c1ccccc1)N1CCC2(CC1)CCN(Cc1cccs1)c1ccccc1O2	?
CCc1ccc(NC(=O)c2cc(=O)c3ccc(C)cc3o2)cc1	4.6%
CCN(CC(=O)NC(C)(C)C)C(=O)CSc1nc2ccccc2o1	9.2%

Next section:
SMILES	KDM5B inh
O=C(c1cc(-c2ccccc2)n[nH]1)N1CCCC(Cc2noc(-c3cccnc3)n2)C1 (stereo not drawn)	-15.3%
Cc1ccc(C)c(NC(=O)c2csc3c2CCCC3)c1	8.7%
CCc1nc2c(c(-c3ccc(OC)cc3)n1)CCN(C(=O)c1ccc3c(c1)OCO3)CC2	-0.5%[115 µM]
Cn1c(SCC(=O)O)nnc1-c1ccc2ncccc2c1	-1.1%
COCCN1C(=O)N(Cc2cccc3ccccc23)C(=O)C12CCN(Cc1cn(C)nc1C)CC2	-18.5%
CCOc1ccc(-c2nc(C#N)c(N3CCC(C)CC3)o2)cc1	?
COc1cccc(-c2noc(CC3CCN(C(=O)c4cc(Cl)ccc4F)CC3)n2)c1	?
COc1ccc2c(c1OC)C(=O)OC2CC(=O)c1ccc(F)cc1 (stereo not drawn)	2.2%
Cc1ccsc1CN1CCc2[nH]nc(C(=O)N3CCOCC3)c2C1	9.3%
S=c1[nH]c(-c2ccccc2)cs1	?
CCNC(=O)N1CCC(c2noc(-c3cccnc3)n2)C1 (stereo not drawn)	-14.1%
COCCCNC(=O)c1ccc(NC(=O)c2nsc3ccccc23)cc1	?
Cc1ccc(-c2nc3ccccn3c2Nc2ccc3c(c2)OCO3)cc1	?
CCCc1nnc(NC(=O)c2nc(SCC)ncc2Cl)s1	-50.2%
COc1ccccc1Nc1ncc2c(n1)CN([S+](=O)([O-])c1ccccc1)CCN2	?
CC1(C)OC2OC(C(=O)Oc3ccc(Br)cc3)C3OC(C)(C)OC3C2O1 (stereo not drawn)	-1.3%
C=CCNCc1ccccc1F	20.9%
Cc1cccc(NC(=O)c2ccc(COc3ccccc3)cc2)c1	-17.2%
Cc1ccc(S(=O)(=O)NCCc2nnc3ccc(SCc4cccc(F)c4)nn23)cc1	?
NC(=O)C1CCN(Cc2nc(N)c3ccccc3n2)CC1	-2.0%
Cc1ccccc1C(=O)NCCc1csc(-c2ccc(C(F)(F)F)cc2)n1	?
CCc1nc2n(n1)C1(CCCCC1)[C@@H]1CCCC[C@@H]1N2C(=O)CC(C)C	14.2%
Cc1nnc(NC(=O)CSc2nnc(CCNC(=O)c3ccccc3F)n2C)s1	25.8%
Fc1ccc(CN2Cc3[nH]cnc3C[C@H]2c2nc(-c3ccc(F)c(Cl)c3)no2)cc1	35.5µM*
COc1ccc(Nc2n[nH]c(C(O)c3cccc(C(F)(F)F)c3)n2)cc1OC (stereo not drawn)	?

Continuation:
SMILES	KDM5B inh
Cc1ncccc1C(=O)N1C[C@H]2OC(=O)N(CCc3cccc(Cl)c3)[C@H]2C1	-14.0%
O=C(/C=C/c1ccco1)c1cccs1	?
COCC(=O)N(C1CCOCC1)C1CCN(C(=O)c2ccc(OC)nc2)CC1	-11.8%
CN(C)c1nc2c(c(=O)[nH]1)CCN(Cc1ccc(OC(F)(F)F)cc1)CC2	23.7%
C=CCNC(=O)c1ccc(CN2C(=O)NC3(CCS(=O)(=O)CC3)C2=O)cc1	-21.7%
Cc1cc(NS(=O)(=O)c2ccc(NC(=O)c3oc4ccccc4c3C)cc2)nc(C)n1	13.2%
Cc1cccc(N(C)C(=O)COC(=O)c2ccc(F)cc2)c1	-5.9%
O=S(=O)(NCCO)c1ccc(Oc2ccc(S(=O)(=O)NCCO)cc2)cc1	12.9%
CC1(C(=O)O)CCN(S(=O)(=O)c2ccccc2)CC1	-9.9%[149 µM]
Cc1ccc(CN2CCCCCCNC(=O)[C@@H]3C[C@@H](C(=O)NCCc4c[nH]c5ccccc45)C[C@@H]32)o1	?
O=C(Nc1cccc(OC(F)(F)F)c1)c1cc(-c2ccc[nH]2)n[nH]1	-13.2%
CCOc1ccc(CNC(=O)Cn2ncc3c(=O)oc4ccc(C)cc4c32)cc1	-10.0%
CC1CCN([C@@H]2[C@H](O)[C@H](CO)O[C@@H]2CNC(=O)Nc2ccccc2)CC1	-30.7%[86.2 µM]
O=C(c1ccncc1F)N1CCCn2ccnc2C1c1ccccc1 (stereo not drawn)	-3.0%
Cn1c(=O)c2[nH]c(CN3CCN(c4ccccc4)CC3)nc2n(C)c1=O	-10.6%
CC(C)(Oc1nn(Cc2cccc(Cl)c2)c2ccccc12)C(=O)N1CCOCC1	?
COc1cc(/C=C2/SC(=S)N(CCC(=O)Nc3ccc(C(=O)O)cc3)C2=O)cc(OC)c1OC	-11.4%
Cc1ccc(C)c(C(=O)CCC(=O)NC23CC4CC(CC(C4)C2)C3)c1	9.9%
O=C1NCCCCCN(Cc2ccc(F)cc2F)[C@H]2CCC[C@@H]12	?
CCCn1c(C)cc(C(=O)CN2C(=O)c3ccccc3C2=O)c1C	25.0%
O=C(CSCc1cccc(F)c1)NCc1ccccc1	-28.9%
O=C(NCc1nnc2ccc(-c3ccc(Cl)cc3)nn12)c1ccco1	?
CCn1cc(C(=O)NCCO)c(=O)c2cc(F)c(N3CCN(C)CC3)cc21	?
Cc1ccc(C)c(NC(=O)/C(C#N)=C/c2ccccc2OC(F)F)c1	-16.3%
Cc1cccc(N2CCN(CC(=O)NC(=O)NCC(F)(F)F)CC2)c1	15.8%

Continued.
SMILES	KDM5B inh
CCOC(=O)c1c(S(=O)(=O)N2CCCC(C(=O)N3CCN(c4ccc(F)cc4)CC3)C2)c(C)n(C)c1C (stereo not drawn)	-13.8%
CCN(C(=O)c1sc2nc3n(c(=O)c2c1C)CCCC3)c1ccccc1F	7.5%
Cc1noc2c(N(C)C)cc(-c3ccc(F)cc3)nc12	-16.0%[115 µM]
COc1ccc(C)cc1NC(=S)N1CCOCC1	33.0%
CCC(=O)N1Cc2ccccc2CC2(CCCN2Cc2ccccc2)C1 (stereo not drawn)	?
Cc1csc2c(=O)sc(NC(=O)c3ccc(F)cc3)nc12	?
O=C(CSc1cn[nH]n1)Nc1cccc(C(F)(F)F)c1	15.8%
O=C(Cn1c(=O)c2c(ncn2C2CCCC2)n(Cc2ccccc2)c1=O)Nc1ccccc1	12.1%
COC(=O)c1c(NC(C)=O)c2cc(NC(C)CC(C)(C)O)cnc2n1CCc1ccc(OC)cc1 (stereo not drawn)	?
OCCCc1nc2n(n1)C(c1cccc(Cl)c1)C=C(c1ccccc1)N2 (stereo not drawn)	?
CS(=O)(=O)N1CCC(C2CCN(C(=O)Cc3cccc(F)c3)C2)CC1 (stereo not drawn)	-6.7%
Cc1c(F)cc(C(N)=O)cc1NS(=O)(=O)c1ccc(C(F)(F)F)cc1	-15.0%
COCCN1C(=O)c2ccccc2C(C(=O)Nc2nc(C)c(C)s2)C12CCCCC2 (stereo not drawn)	-15.4%
CCCn1cc(S(=O)(=O)c2cccc(Cl)c2)c(=O)c2cc(F)c(N3CCN(CC)CC3)cc21	?
COc1ccc(-c2noc(Nc3cc(OC)c(OC)c(OC)c3)n2)cc1OC	-15.3%
NS(=O)(=O)c1ccc(N/N=C/c2cccc(Cl)c2)c([N+](=O)[O-])c1	12.7%
O=C(NCc1nnc2n1CCCC2)[C@H]1CNC[C@H](C(=O)N2CCCC2)C1	2.7%
C=CCNC(=O)C(NC(=O)c1cccs1)C1CCN(C(=O)c2ccc(F)cc2)CC1 (stereo not drawn)	28.2µM*

Bioassay records from PubChem.
